Screening data deposited in PubChem BioAssay by National Center for Advancing Translational Sciences (NCATS).
Epigenetic reg = Quantitative High-Throughput Screen for Regulators of Epigenetic Control | murine LDR cells, GFP reporter derepression, 30 h | Potency, µM (top dose mostly 53.9 µM), for the others: at the top dose GFP activation, actives largely listed as activators | 0.2% of 280,000 active | AID 1865, 2009; active = well fitted activation curve with a large enough effect; inconclusive = small, poorly fitted or top-dose-only effect; note: % of control where 0% means no effect; nearly all actives have a fitted effect of over 60% in size
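GFP-positive cell count by laser-scanning cytometry (objects 20–120 um) after 30 h, 37 C compound exposure of murine LDR cells; reporter is CMV-GFP integrated at a silenced locus, inducible by HDAC or DNMT inhibitors.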
Active calls of the source: *; ? = inconclusive. Potency is the fitted concentration of half-maximal effect. These rows are one share of the data; rates above refer to the full screens.

| Epigenetic reg | Molecule |
| --- | --- |
| 3.6% | CSc1ccc(CCNC(=O)C2CCCN(S(=O)(=O)N(C)c3ccc(F)cc3)C2)cc1 (stereo unspecified) |
| 0.5% | Cc1cccc(C(=O)Nc2ccc(OCc3cc(=O)n4ccsc4n3)cc2)c1 |
| -2.5% | COc1ccc(Nc2ncc(C(=O)N3CCN(c4ccc(OC)cc4)CC3)c3ccccc23)cc1 |
| -0.3% | COc1ccc(-c2cc(C)no2)cc1S(=O)(=O)N1CC(C)Oc2ccccc21 (stereo unspecified) |
| -3.4% | CCOc1ccc(NC(=O)c2cccc3c(=O)c4c([nH]c23)CCCC4)cc1 |
| 0.8% | CC(=O)N1CCc2c(sc3c2c(=O)n(CCc2ccccc2)c(=O)n3Cc2ccccc2C)C1 |
| -1.8% | O=C(Nc1cccc(C(F)(F)F)c1)C1CCN(S(=O)(=O)c2cccs2)CC1 |
| -2.2% | Cc1ccc(-n2nc3c(N4CCCC(C(=O)NCc5ccccc5C)C4)nnc(C)c3c2C)cc1 (stereo unspecified) |
| -0.9% | Cc1ccc(CNC(=O)c2c[nH]n3c(=O)c(Cc4ccc(F)cc4Cl)c(C)nc23)cc1 |
| -3.4% | Cc1ccc(C)c(-c2ccc(=O)n(Cc3ccc(F)cc3Cl)n2)c1 |
| -1.9% | COc1cc(-c2noc(CCC(=O)Nc3cc(C)ccc3C)n2)cc(OC)c1OC |
| 0.0% | CCc1ccc(C2c3c(-c4cc(C)ccc4O)n[nH]c3C(=O)N2Cc2cccnc2)cc1 (stereo unspecified) |
| -0.3% | CCc1ccc(NC(=O)[C@H](CSCc2ccccc2)N2Cc3ccccc3C2=O)cc1 |
| -0.7% | COC(=O)c1ccc(C2c3c(-c4ccccc4O)n[nH]c3C(=O)N2Cc2ccncc2)cc1 (stereo unspecified) |
| -0.9% | COc1ccc(C2CC(=O)c3cc(-c4nc(-c5cccc([N+](=O)[O-])c5)cs4)c(=O)n(-c4ccc(F)cc4)c3C2)cc1 (stereo unspecified) |
| 1.0% | Cc1cccc(NC(=O)CSC2=Nc3ccccc3C3=NC(CCC(=O)NCc4ccco4)C(=O)N23)c1 (stereo unspecified) |
| -1.5% | O=C(Cn1ncc2c(=O)oc3ccccc3c21)NCc1ccc(Cl)cc1 |
| 2.8% | COc1ccc(-c2cc(C(=O)Nc3c(C)nn(Cc4ccc(F)cc4)c3C)no2)cc1OC |
| -1.9% | COc1ccc(-c2noc(CSc3nnc(C)n3-c3ccc(C)cc3)n2)cc1OC |
| 11% | Nc1nonc1-c1nc2ccccc2n1CC(=O)Nc1cccc(Cl)c1Cl |
| 0.0% | COc1cc(NC(=O)CCc2c(C)nc3c(c(C)nn3-c3ccccc3)c2C)cc(OC)c1OC |
| -1.9% | Cc1ccccc1C(=O)N(Cc1nc(-c2ccc(Cl)cc2)no1)C(C)C |
| 6.8% | CCOc1ccc(OCC)c(NC(=O)Cn2nc(CC)n3c(cc4sccc43)c2=O)c1 |
| -1.6% | CCOc1cccc(C(=O)Nc2ccc3oc(-c4ccc(C(C)(C)C)cc4)nc3c2)c1 |
| -1.0% | Cc1ccc(CNC(=O)c2oc3ccc(S(=O)(=O)N4CCCC(C)C4)cc3c2C)cc1 (stereo unspecified) |
| -4.8% | Cc1cccc(Cn2nc(C)n3c(cc4cc(C)ccc43)c2=O)c1 |
| -1.0% | CCOc1ccc(NC(=O)c2ccc3[nH]c(C)c(C)c3c2)cc1 |
| 0.0% | CCOCCCNc1nc2cc(OC)c(OC)cc2c2nc(-c3ccccc3)nn12 |
| -3.7% | CCOc1ccc(C(=O)c2cn(CC(=O)Nc3ccc(F)c(F)c3)c3cc4c(cc3c2=O)OCCO4)cc1 |
| ? | CCN(CC)S(=O)(=O)c1ccc2c(c1)N(CC(=O)Nc1c(C)cccc1C)C(=O)C1CCCN21 (stereo unspecified) |
| 0.0% | Cc1cccc(-c2nc(N3CCN(c4ccc(F)cc4)CC3)c3ccccc3n2)c1 |
| -2.8% | COc1cc(NC(=O)Nc2nnc(N3CCCCC3)s2)cc(OC)c1 |
| 4.5% | O=C(Nc1noc2ccccc12)c1c(F)cccc1F |
| -0.1% | Cc1cc(C)cc(OC(C)C(=O)Nc2c(C(=O)c3ccccc3)oc3ccccc23)c1 (stereo unspecified) |
| -1.8% | COc1ccc(S(=O)(=O)N2CCN(Cc3ccc4c(c3)OCO4)CC2)cc1OC |
| 1.0% | COc1cccc(C(=O)CC2(O)C(=O)N(Cc3ccccc3)c3ccccc32)c1 (stereo unspecified) |
| 1.1% | Cc1cn2c(=O)cc(COc3ccccc3NC(=O)c3ccc(Cl)cc3)nc2s1 |
| 3.0% | CC(=O)Nc1ccc(-n2c(CCC(=O)O)ccc2-c2ccc(C)cc2)cc1 |
| -0.5% | CCOc1ccc(-c2cc(NC(=O)c3c(F)cccc3F)c(C(=O)OC)s2)cc1 |
| 2.0% | CCOc1ccc(Nc2nc3cc(Cl)c(Cl)cc3nc2-n2nc(C)cc2C)cc1 |
| 8.0% | Cc1ccc(C)c(S(=O)(=O)c2nnn3c2nc(NCc2cccs2)c2sccc23)c1 |
| 1.4% | CCN(C(=O)Cn1c(C(=O)OC)cc2oc3ccccc3c21)c1cccc(C)c1 |
| -0.3% | CCN1CCN(CCCNC(=O)CS(=O)(=O)Cc2nc(-c3ccccc3C)oc2C)CC1 |
| -2.5% | Cc1ccc(CO)cc1Nc1ncnc2onc(-c3ccc(F)cc3)c12 |
| -1.1% | CCCN(C(=O)COc1cc(=O)n(CC)c2ccccc12)c1ccc(C(C)C)cc1 |
| 2.5% | CCCCN(CC)CCCNC(=O)c1cc2c(=O)[nH]c3ccccc3c2s1 |
| -1.1% | CCCN(C(=O)c1cc2c(=O)oc3ccc(C)cc3c2s1)c1ccc(OCC)cc1 |
| ? | CN(C)c1ccc(CNC(=O)c2ccc(Cn3c(=O)c4cccn4c4cccnc43)cc2)cc1 |
| 10% | Cc1c(/C=C(\C#N)C(=O)Nc2cccc(Cl)c2)c2ccccc2n1Cc1ccccc1Cl |
| -2.8% | CCc1cccc(NC(=O)c2ccc3c(=O)n4nc(Nc5ccccc5OC)sc4nc3c2)c1 |

Further structures
| Epigenetic reg | Molecule |
| --- | --- |
| -1.0% | Cc1ccc(OCc2nc(C#N)c(NCCc3ccccc3)o2)cc1 |
| 0.0% | CCOC(=O)c1cc2c(=O)n3ccccc3nc2n(CCCOC)c1=NC(=O)c1cc2ccccc2o1 |
| -2.9% | Cc1nnc(NCc2ccccc2)c2c1nnn2Cc1ccccc1Cl |
| -3.4% | CCOC(=O)N1CCc2c(sc3c2c(=O)n(Cc2ccccc2)c(=O)n3CC(=O)Nc2ccccc2F)C1 |
| 0.0% | Cc1ccc(-c2cnc(NCc3c(F)cccc3Cl)n2C)cc1 |
| -0.1% | COCCCNC(=O)c1ccc(Cn2c(=O)c3ccccc3n(Cc3ccc(Cl)cc3)c2=O)cc1 |
| -0.9% | Cc1cc(C)cc(C(=O)Nc2c(C(=O)Nc3ccccc3F)oc3ccccc23)c1 |
| 2.2% | Cc1ccccc1Cn1c(SCc2ccc(C(=O)NC(C)c3ccccc3)cc2)nc2ccncc21 (stereo unspecified) |
| -4.5% | Cn1c(=O)oc2cc(S(=O)(=O)N3CCCC(C(=O)NCc4ccc(F)cc4)C3)ccc21 (stereo unspecified) |
| -1.0% | COc1ccc2c(c1)c1c(c(=O)n(-c3ccc(OC)c(OC)c3)c(=O)n1CC(=O)N1CCCC1)n2C |
| -1.1% | Cn1c(-c2ccccc2)cnc1NCc1ccccc1O |
| 2.9% | Cc1cc2oc(C(=O)Nc3ccc(S(N)(=O)=O)cc3)cc(=O)c2cc1C |
| 3.8% | Cc1ccc(-c2c(CN3CCN(c4cccc(C(F)(F)F)c4)CC3)csc2C)cc1 |
| -3.9% | Cc1ccc(-c2noc(-c3ccc(N4CCCCC4)c([N+](=O)[O-])c3)n2)cc1 |
| 0.0% | O=C(NCCn1cc(SCc2ccc(Br)cc2)c2ccccc21)c1cccs1 |
| -1.3% | O=C(COc1ccc(Cl)cc1Cl)Nc1ccc(C(=O)OC2CCCCC2)cc1 |
| 2.1% | Cc1ccc(NC(=O)C2CCCN(S(=O)(=O)c3cccc4cccnc34)C2)c(C)c1 (stereo unspecified) |
| -1.8% | CCOC(=O)c1ccc(NC(=O)CCn2c(=O)oc3ccccc32)cc1 |
| -0.2% | Cc1ccc(NC(=O)Cn2c(=O)n(Cc3ccc4c(c3)OCO4)c(=O)c3ccc(C(=O)NC4CCCCC4)cc32)c(C)c1 |
| 6.1% | CCCCc1ccc(C(=O)Nc2ccc3nc(N(CC)CC)cc(C)c3c2)cc1 |
| 4.1% | O=C(CCCN1C(=O)C(c2ccccc2)Oc2cccnc21)Nc1ccc(Br)cc1F (stereo unspecified) |
| 1.1% | Cc1ccc(NC(=O)CCc2nnc3n(CC(C)C)c(=O)c4ccccc4n23)cc1C |
| -2.7% | CCCNc1ccc(-c2nc(-c3ccco3)no2)cc1[N+](=O)[O-] |
| -1.9% | COc1ccc(OC)c(CNCc2c(C(=O)O)n(Cc3cccc(F)c3)c3cc(OC)ccc23)c1 |
| -0.3% | Cc1ccc(-c2cc(C(=O)NCc3ccccc3)c3c(-c4ccc(C)cc4)[nH]nc3n2)cc1 |

Molecules listed so far containing bromine (2):
| Epigenetic reg | Molecule |
| --- | --- |
| 0.0% | O=C(NCCn1cc(SCc2ccc(Br)cc2)c2ccccc21)c1cccs1 |
| 4.1% | O=C(CCCN1C(=O)C(c2ccccc2)Oc2cccnc21)Nc1ccc(Br)cc1F (stereo unspecified) |

Later entries:
| Epigenetic reg | Molecule |
| --- | --- |
| -0.9% | CCOC(=O)C1=C(CS(=O)(=O)c2cccc(C(F)(F)F)c2)NC(=O)NC1c1cccc(OC)c1 (stereo unspecified) |
| -1.6% | COc1ccc(S(=O)(=O)N(CCc2ccccc2)CC(=O)NCc2ccccc2)cc1 |
| -1.2% | COC(=O)c1c(Oc2ccc(Br)cc2)nnc(-c2ccccc2)c1-c1ccccc1 |
| 1.0% | CCCCSCCCNC(=O)c1cn(CC)c2ccc(S(=O)(=O)N3CCCCCC3)cc2c1=O |
| 5.6% | CNC(=O)CSc1cn(CC(=O)N2CCCCCC2)c2ccccc12 |
| 0.7% | COc1ccc(OC)c(CCNC(=O)CS(=O)(=O)Cc2nc(-c3cccc(Cl)c3)oc2C)c1 |
| -2.8% | COc1cccc(C2C(C(N)=O)=C(C)Nc3ncnn32)c1 (stereo unspecified) |
| 1.4% | O=C(C1CC1)N1CCc2cc(Br)cc(S(=O)(=O)N3CCN(c4ccccc4)CC3)c21 |
| -0.1% | O=C(NC1(C(F)(F)F)C(=O)Nc2c1c(=O)[nH]c(=O)n2-c1ccc(F)cc1)c1ccccc1 (stereo unspecified) |
| -0.8% | CC(C)COc1cccc(C(=O)Nc2ccc(-c3nc4ncccc4o3)cc2)c1 |
| -1.0% | Cc1ccc2c(c1)c1c(c(=O)n(Cc3ccccc3)c(=O)n1Cc1ccccc1F)n2C |
| 0.0% | CCCOc1ccc(CNC(=O)c2cc3oc4ccccc4c3n2C)cc1 |
| 1.8% | CSCCC(NS(=O)(=O)c1ccc2c(c1)oc(=O)n2C)C(=O)NCc1ccc(F)cc1 (stereo unspecified) |
| 1.7% | CCc1ccc(C(=O)c2cn(CC(=O)Nc3ccc4c(c3)OCO4)c3ccc(F)cc3c2=O)cc1 |
| -1.8% | CCCOc1ccc(NC(=O)CC2C(=O)N(c3ccccc3)C(=O)N2Cc2ccco2)cc1 (stereo unspecified) |
| 0.8% | Cc1cccc(N2CCN(c3nc4ccccc4c4nc(-c5cccnc5)nn34)CC2)c1C |
| -0.8% | CCC(=O)N1CCc2cc(S(=O)(=O)CCC(=O)NCc3ccc(OC)cc3)ccc21 |
| -2.0% | O=c1c2sc3ccccc3c2n(Cc2cccc(F)c2)c(=O)n1CCc1ccccc1 |
| ? | Cc1ccc(C2Nc3ccccc3-n3c(-c4ccccc4)c4c(=O)n(C)c(=O)n(C)c4c32)cc1 (stereo unspecified) |
| 6.3% | COc1ccc(Nc2c(-c3ccsc3)nc3nc(C)cc(C)n23)cc1 |
| -1.8% | Cc1cc(F)ccc1-n1nnc(C(N)=O)c1C |
| 3.2% | CCc1ccc(CNc2ncc(-c3cccc(OC)c3)n2C)cc1 |
| -0.5% | CC(C)OC(=O)c1c(NC(=O)c2cccc(C(F)(F)F)c2)sc2c1CCCC2 |
| -1.8% | COc1ccc(CNC(=O)Cc2c(C)c3cc4c(C)coc4c(C)c3oc2=O)cc1OC |
| -1.1% | O=S(=O)(c1cccc2ccccc12)N1CCN(c2ccc(Cl)c(Cl)c2)CC1 |

Four compounds already listed, arranged by SMILES length, descending.
| Epigenetic reg | Molecule |
| --- | --- |
| 1.8% | CSCCC(NS(=O)(=O)c1ccc2c(c1)oc(=O)n2C)C(=O)NCc1ccc(F)cc1 (stereo unspecified) |
| -0.8% | CC(C)COc1cccc(C(=O)Nc2ccc(-c3nc4ncccc4o3)cc2)c1 |
| 5.6% | CNC(=O)CSc1cn(CC(=O)N2CCCCCC2)c2ccccc12 |
| 3.2% | CCc1ccc(CNc2ncc(-c3cccc(OC)c3)n2C)cc1 |

Following part
| Epigenetic reg | Molecule |
| --- | --- |
| -1.3% | CC(C)Oc1ccc(CNC(=O)c2cc3cccc4c3n2CC(C)S4)cc1 (stereo unspecified) |
| 5.4% | Cc1ccccc1Cn1c(=O)n(CCc2ccccc2)c(=O)c2sc3ccccc3c21 |
| -2.6% | Cc1ccccc1NC(=O)COc1ccc2oc3c(c2c1)CCCC3 |
| 4.2% | Cc1ccc(Cl)cc1Nc1nn2c(=O)c3ccc(C(=O)Nc4ccc(F)cc4)cc3nc2s1 |
| -0.1% | O=C(c1cc(-c2ccccc2O)on1)N1CCCCC1 |
| -2.7% | Cc1ccc(Nc2c(-c3ccc(Br)o3)nc3ccccn23)cc1 |
| 0.0% | CC(=O)N1CCc2c(sc3c2c(=O)n(-c2ccccc2C)c(=O)n3Cc2cccc(F)c2)C1 |
